Bioassay records (PubChem)
CHO parental Ca: signal in parental CHO cells, OX1R antagonist counter-screen; hit rate 0.63% among 330,000; inhibition, % at 5.6 µM; AID 463079; parental CHO-K1, ATP-induced calcium, Fluo-8 fluorescence;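 active = inhibition above that plate's mean sample inhibition plus 3 SD, cut at about 26% in these data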;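 also: 0% = ATP-challenged DMSO wells and 100% = DMSO wells without ATP; some compounds past the cut are filed as inactive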
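Test system: parental CHO cells; detection: calcium-sensitive Fluo-8 fluorescence; evaluation: percent inhibition of calcium signal; also added: ATP as calcium-mobilizing challenge; repeats: one well per compound; control set: ATP-challenged DMSO wells low, unchallenged DMSO wells high; compound: single nominal dose of 5.6 µM per compound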
TAAR1 agonist: agonists of human TAAR1; hit rate 0.99% among 360,000; CHO RD-HGA16 TAAR1, Fluo-8 calcium fluorescence; vehicle wells 0%, saturating PEA agonist 100%; activation, % at 3 µM;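 active = activation above the mean activation of all test compounds in the run plus 3 SD, cut at about 38% in these data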
Target sequence (Q96RJ0 whole entry, looked up): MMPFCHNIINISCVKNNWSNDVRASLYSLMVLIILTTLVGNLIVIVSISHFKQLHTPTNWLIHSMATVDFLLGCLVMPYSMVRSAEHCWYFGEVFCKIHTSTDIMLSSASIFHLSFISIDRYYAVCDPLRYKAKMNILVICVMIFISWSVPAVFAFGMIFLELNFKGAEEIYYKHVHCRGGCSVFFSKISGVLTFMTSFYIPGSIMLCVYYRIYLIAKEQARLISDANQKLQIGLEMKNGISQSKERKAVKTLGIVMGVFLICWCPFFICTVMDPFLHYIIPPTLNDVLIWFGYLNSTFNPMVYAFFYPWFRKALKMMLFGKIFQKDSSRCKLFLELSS
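Test system: RD-HGA16 (CHO) cells co-expressing Gα16 and hTAAR1 / Benchmarks: DMSO vehicle as 0%, PEA at EC100 as 100% / Repeats: no replicates (n 1) / Measure: % activation from peak over basal fluorescence ratio, DMSO-to-PEA scaled / Timing: 17-24 h plating, Fluo-8 75 min 37 °C, 30 min RT / Technique: kinetic Fluo-8 calcium fluorescence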
TAAR1 antag: human TAAR1 antagonism | AID 624466 | hit rate 1.5% among 360,000 | Q96RJ0 | CHO RD-HGA16 TAAR1, Fluo-8 calcium fluorescence, antagonist | inhibition, % at 3 µM;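 active = inhibition above a per-plate cutoff, the mean inhibition of test compounds on that plate plus 3 SD, cut at about 49% in these data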;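 also: 0% = DMSO plus EC80 beta-PEA response and 100% = DMSO alone without agonist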
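Test system: hTAAR1-expressing CHO RD-HGA16 cells, Gα16-coupled; Probe or stimulus: EC80 β-phenethylamine stimulus; Compound dosing: single nominal final test compound concentration of 3 µM; Timing: 140 s kinetic read after compound, 140 s after agonist; Signal: Fluo-8 calcium-sensitive fluorescence; Measure: % inhibition of agonist calcium response; Controls: DMSO and EC80 PEA controls.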
CHO-K1 Ca antag: nonselective inhibitor or artifact in parental CHO-K1 cells | AID 602250 | hit rate 0.6% among 360,000 | inhibition, % at 3 µM | ATP-induced calcium, Fluo-8 fluorescence;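 active = inhibition above a per-plate cutoff, the plate's mean sample inhibition plus 3 SD, cut at about 24% in these data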;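 also: 0% = DMSO plus EC80 ATP and 100% = DMSO alone without ATP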
M1 ag parental: nonselective activator or artifact in parental CHO-K1 cells. Fluo-8 calcium fluorescence; scaled to maximal ATP response, vehicle zero. activation, % at 3 µM. hit rate 0.48% among 360,000; in the data active = activation above about 15%;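 also: untransfected CHO-K1 host cells lacking M1 receptor as counterscreen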
V1aR counter: counter-screen for oxytocin receptor agonists: human V1a receptor agonists; P37288; CHO-V1R cells, Fluo-8 calcium fluorescence, agonist mode; 0% DMSO, 100% 3 nM vasopressin; activation, % at 3 µM; hit rate 0.25% among 320,000; AID 2797;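 active = activation above the mean activation of all tested compounds plus 3 SD, per screening run, cut at about 20% in these data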;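 also: signal is peak over basal fluorescence ratio across a 100 second FLIPR read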
CHRM1 agonist: human M1 muscarinic receptor agonism | hit rate 0.33% among 360,000 | CHO-K1 hM1, Fluo-8 calcium fluorescence, agonist mode; 0% DMSO, 100% acetylcholine EC100 | activation, % at 3 µM | P11229;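 active = activation above the run's mean compound activation plus 3 SD, cut at about 16% in these data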;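 also: peak over basal fluorescence ratio within a 140 s kinetic read after compound addition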
OXTR potentiate: human OXTR potentiation | P30559 | CHO-OTR cells, Fluo-8 calcium fluorescence, potentiator mode; 0% = oxytocin EC15, 100% = EC100 | activation, % at 3 µM | hit rate 0.061% among 320,000;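 active = activation above that plate's cutoff, the mean activation of tested compounds plus 3 SD, cut at about 6.6% in these data, passing the limit was not always enough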;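 also: 100% uses oxytocin at 75 nM as the full agonist control; some results filed as inactive read as strong as hits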
Target sequence (P30559 whole entry, looked up): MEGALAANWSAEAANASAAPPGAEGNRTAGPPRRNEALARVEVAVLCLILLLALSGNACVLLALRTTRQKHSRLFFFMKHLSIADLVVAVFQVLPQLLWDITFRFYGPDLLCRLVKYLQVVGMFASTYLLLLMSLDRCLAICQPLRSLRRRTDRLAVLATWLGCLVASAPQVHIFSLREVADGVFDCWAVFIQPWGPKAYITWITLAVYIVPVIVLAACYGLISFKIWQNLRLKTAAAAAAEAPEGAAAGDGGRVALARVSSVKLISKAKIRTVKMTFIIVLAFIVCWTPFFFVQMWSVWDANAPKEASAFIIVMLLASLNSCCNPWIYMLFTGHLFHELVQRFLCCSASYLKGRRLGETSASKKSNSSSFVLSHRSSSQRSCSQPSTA
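Replication – single well per compound, singlicate · Assay system – CHO cell line stably expressing human OTR · Timing – 6 min pre-incubation, 100 s read · Measure – normalized max/min fluorescence ratio, % activation · Doses – 3.0 µM, one dose · Detection – Fluo-8 calcium dye fluorescence · Probe or stimulus – oxytocin near EC15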
M1 PAM parental: counter-screen for M1 PAMs: effect in parental CHO-K1 cells. activation, % at 3 µM. AID 602247. ATP EC20, Fluo-8 calcium fluorescence; 0% at ATP EC20, 100% at ATP max. hit rate 0.02% among 360,000;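 active = activation above the run cutoff, the mean activation of all test compounds plus 3 SD, cut at about 40% in these data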;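 also: peak over basal fluorescence ratio in a 140 s read after ATP addition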
Numbers without * were called inactive; . = not tested or not shown.

Compound,TAAR1 antag,CHO parental Ca,TAAR1 agonist,CHO-K1 Ca antag,CHRM1 agonist,M1 ag parental,OXTR potentiate,M1 PAM parental,V1aR counter
CCc1c(C)nc2ncnn2c1N1CCCC(C(=O)Nc2cc(F)ccc2C)C1 (configuration not stated),3,-32,0,11,-4,-0.5,7,1,-0.8
O=Cc1ccc(OCc2cccc(C(F)(F)F)c2)cc1O,-2,-12,8,-10,-5,1.1,-7,24,-1.1
CCN(CC)CCN1C(=O)c2oc3ccc(F)cc3c(=O)c2C1c1ccncc1 (configuration not stated),-9,-9,0,1,-2,4.7,-2,4,0.8
COc1ccc2c(c1)C(C)=CC(C)(C)N2C(=O)CN1C(=O)CCC1=O,3,-12,7,7,0,-0.6,-7,-1,-1.2
COc1ccc(OC)c(NC(=O)CSc2sc3c(O)cc(=O)[nH]c3c2C#N)c1,-11,8,5,22,-3,0.8,-5,-2,-0.2
COc1cccc(-c2nnn(CC(=O)O)n2)c1,-4,6,3,-6,-2,0.3,1,6,0.8
Cc1cccc(N2CCN(C(=O)c3ccc4c(c3)NC(=O)C(CSCc3cccc(F)c3)N4)CC2C)c1 (configuration not stated),5,-15,0,5,-3,0.6,-10,4,0.4
CCCc1cc(=O)[nH]c(SCC(=O)c2cc(C)n(-c3c(C)n(C)n(-c4ccccc4)c3=O)c2C)n1,9,-9,5,-13,-15,0.3,3,13,-0.2
COc1ccc(/C=N/NC(=O)C(=O)N2CCCC2)cc1,-10,4,12,7,1,-0.2,-2,-1,0.4
Cc1csc(NC(=O)c2cc3c(s2)-c2ccccc2OC3)n1,17,0,1,17,-3,2.5,-10,0,3.5
CCC(C)NC(=O)C1CCN(CCCc2ccccc2)CC1 (configuration not stated),-40,-12,2,0,-10,0.2,1,3,0.9
COc1ccccc1N1CCN(/N=C\c2sccc2C)CC1,-5,-1,0,3,-3,20*,-19,11,5.7
O=C1C2C3C=CC(C4CC34)C2C(=O)N1/N=C/c1ccc(-c2ccc(Cl)cc2[N+](=O)[O-])o1 (configuration not stated),52*,-4,12,0,-3,2.4,-15,17,0.5
Cc1cc(NC(=O)CSc2nnc(NC(=O)C3CC(=O)N(c4ccccc4)C3)s2)no1 (configuration not stated),8,-8,0,-5,-5,12,-2,24,0.7
OCCn1nc2c3ccccc3nc-2n(-c2ccccc2)c1=S,4,9,15,-1,-3,0.2,-4,-3,-0.6

Entries of single compounds, quoted from the list. Screens in order: TAAR1 antag	CHO parental Ca	TAAR1 agonist	CHO-K1 Ca antag	CHRM1 agonist	M1 ag parental	OXTR potentiate	M1 PAM parental	V1aR counter
`Cc1cc(NC(=O)CSc2nnc(NC(=O)C3CC(=O)N(c4ccccc4)C3)s2)no1` (configuration not stated) as listed: 8	-8	0	-5	-5	12	-2	24	0.7
`Cc1csc(NC(=O)c2cc3c(s2)-c2ccccc2OC3)n1` as listed: 17	0	1	17	-3	2.5	-10	0	3.5
`CCN(CC)CCN1C(=O)c2oc3ccc(F)cc3c(=O)c2C1c1ccncc1` (configuration not stated) as listed: -9	-9	0	1	-2	4.7	-2	4	0.8

Next results
Compound,TAAR1 antag,CHO parental Ca,TAAR1 agonist,CHO-K1 Ca antag,CHRM1 agonist,M1 ag parental,OXTR potentiate,M1 PAM parental,V1aR counter
Cc1cc(C)c(C)c(S(=O)(=O)NCC(=O)NCC2CCCCC2)c1C,-13,-7,5,-14,-8,1.1,-9,13,2.2
O=C1OCCC1Sc1nnc(-c2ccccc2)o1 (configuration not stated),-12,-7,7,1,-2,-0.2,-2,-6,1.1
O=C(Cc1c(F)cccc1Cl)NNC(=O)c1ccc(Br)s1,0,-6,1,-18,-1,0.3,-3,5,1.4
CN(C1CCCCC1)S(=O)(=O)c1ccc(=S)[nH]c1,12,-10,3,-7,-1,-0.2,-9,-7,0.9
COc1cccc(NC(=O)CCS(=O)(=O)c2cccs2)c1,7,5,11,5,0,3.6,-9,8,0.5
Cc1cc(Cl)c(S(=O)(=O)NC(C(=O)O)C(C)C)cc1OCC(=O)NC1CCCCC1 (configuration not stated),-5,-12,6,0,-5,-0.1,4,4,-1.1
CCc1ccc(OCCOCC(O)CN(CCO)CCO)cc1 (configuration not stated),0,-5,1,-2,-4,0.5,-3,13,-0.2
COc1cc(Cl)c(CNC[C@H]2O[C@@H](n3cnc4c(=O)[nH]c(N)nc43)[C@H](O)[C@@H]2O)c(Cl)c1O,-7,.,1,7,-5,-0.3,.,-10,.
COc1ccc(C(=O)OCn2nnc3ccccc3c2=O)cc1[N+](=O)[O-],7,-8,1,1,-9,0.5,-4,2,1.2
COCCCNC(=O)c1ccc(CS(=O)(=O)c2ccc(Br)cc2)o1,-11,-12,0,10,2,0.1,7,1,2.4
COc1c(NC(C)=O)c2ccccc2c2ccccc12,10,-12,0,-15,-3,0.6,4,15,0.4
CCOC(=O)c1cc2[nH]c3ccccc3c2[n+](-c2ccc([N+](=O)[O-])cc2)c1N,-8,-13,4,-2,-14,-0.1,-6,6,0.3
COc1cc2[nH]c(-c3ccc(C)cc3)cc(=O)c2cc1OC,-11,-5,10,-10,-5,0.0,-4,11,-0.6
CC1CCCN(Cc2ccc(OCc3ccccc3)cc2)C1 (configuration not stated),-7,-9,12,-8,-9,1.1,-9,-3,4.6
CCOC(=O)Cn1c(CN(Cc2ccccc2)Cc2ccccc2)nc2c1c(=O)[nH]c(=O)n2C,-14,-31,19,-5,-4,7.3,10,20,-1.0

Remaining list, next part
Compound,TAAR1 antag,CHO parental Ca,TAAR1 agonist,CHO-K1 Ca antag,CHRM1 agonist,M1 ag parental,OXTR potentiate,M1 PAM parental,V1aR counter
O=C(COC(=O)c1ccc(Br)o1)Nc1ccc(F)cc1[N+](=O)[O-],-9,-15,0,-7,-4,0.2,2,10,-0.4
O=C(Nc1nccs1)C(NS(=O)(=O)c1ccc(Br)s1)c1ccccc1 (configuration not stated),10,-29,14,-24,-3,1.4,-14,26,-0.1
CC1(C(=O)O)CCC(C(=O)NC2CCCCC2)C1(C)C (configuration not stated),3,0,2,-10,-6,0.9,-7,24,1.1
Cc1ccc(/C=C/C(=O)N2CCc3ccccc3C2)cc1,-7,-17,10,10,-3,-0.4,-5,-5,-1.5
COc1ccc(NC(=S)Nc2ncccc2C)cc1OC,3,-16,-1,1,-9,0.4,4,-6,-1.1
COc1ccc(CN2CCN(C3CCOCC3)CC2CCO)c(C)c1C (configuration not stated),20,-10,-1,-4,-4,0.0,-2,9,1.6
Cc1ccc(-c2nc3c4ccccc4ccn3c2Cc2ccccc2)cc1,-13,.,4,-1,-2,-0.4,.,-8,.
O=C1N[C@@H](Cc2ccccc2)COC(=O)[C@H](Cc2ccc(F)cc2)C/C=C\C[C@H]1CC(=O)N(CCO)Cc1ccccc1,33,-30,7,-6,-7,2.0,-10,16,3.5
Cc1ccccc1C(=O)c1cccn1CC(=O)NCc1ccccc1Cl,34,0,50*,17,3,-0.3,-20,-26,-2.0
CCCn1c(NC(=O)c2cccc(C)c2C)nc2ccccc21,.,-30,.,0,-6,0.2,-2,2,-1.3
CC1(C)CC(NC(=O)C(=O)NCCc2ccc(Cl)cc2)CC(C)(C)N1,-3,-11,0,-11,-4,0.6,-14,18,0.4
CCOC(=O)/C(=C/c1ccccc1)NC(=O)c1ccco1,3,-3,0,-8,-5,0.5,3,20,0.2
Cc1ccccc1-n1c(-c2ccc3ccccc3n2)n[nH]c1=S,-20,-23,0,2,-4,-0.7,-4,-8,0.4
CC(=O)Nc1cc2c3c(c1)CCC(=O)N3CCC2,-15,-2,4,1,4,1.2,-8,9,1.1
Cc1[nH]c2ccccc2c1C1(O)C(=O)N(C(C)C)c2ccccc21 (configuration not stated),-9,-8,20,-10,-4,-0.1,-7,5,0.8

(further entries)
Compound,TAAR1 antag,CHO parental Ca,TAAR1 agonist,CHO-K1 Ca antag,CHRM1 agonist,M1 ag parental,OXTR potentiate,M1 PAM parental,V1aR counter
c1ccc(C2=NOC(c3nnc(-c4ccccc4)o3)C2)cc1 (configuration not stated),2,-9,8,-4,-4,-0.1,8,1,0.3
CC1CCCN(C(=O)c2ccc3ncsc3c2)C1 (configuration not stated),6,.,2,15,-1,0.2,.,-24,.
CN(C)NC(=S)Nc1ccc2nc(-c3ccccn3)c(-c3ccccn3)nc2c1,-6,-10,14,-3,-4,-0.1,-4,-6,-0.2
O=C(O)C1=C(C(=O)O)C2CCC1C2,-11,.,2,-4,-1,0.2,.,11,.
Cc1cc(C=C2C(=O)c3ccccc3C2=O)c(C)n1-c1ccc(C(=O)O)cc1,19,-4,9,-8,-4,0.8,-7,20,0.7
CCOC(=O)CN1CCS(=O)(=O)CC1,-4,-9,1,-14,-4,0.4,2,18,0.9
CCc1ccc(NS(=O)(=O)c2ccc3[nH]cc(C(=O)NCC4CCCO4)c(=O)c3c2)cc1 (configuration not stated),-4,-3,14,5,-3,0.1,-9,11,0.3
CSc1cnc2c(=O)[nH]c(=O)n(C)c2n1,2,-9,1,0,0,-0.2,4,2,0.3
O=C(Nc1ccccc1)C(c1ccccc1)C1CCCC1 (configuration not stated),-2,.,2,5,-9,0.5,.,11,.
CSCCC(NC(=O)c1cccc([N+](=O)[O-])c1)C(=O)OCC(=O)N1CCCC1=O (configuration not stated),3,-2,1,12,0,1.0,0,-19,1.3
COCCCNC(=O)C1CC(=O)N(CCc2ccc(F)cc2)C1 (configuration not stated),-7,-9,1,10,-1,0.1,-3,-1,1.0
O=C(CCc1ccc(S(=O)(=O)N2CCCCC2)cc1)c1nnc(-c2ccccc2)o1,25,0,8,1,-3,1.5,-10,6,1.6
Cc1ccc(Nc2nc(CSc3nnnn3-c3ccccc3)cc(=O)[nH]2)cc1,18,-15,32,2,-1,0.7,-19,-2,3.5
CC1NC(C)(C)Cc2c1ccc1ccccc21 (configuration not stated),-15,12,0,-7,-4,0.0,-9,10,0.0
CCOC(=O)c1[nH]c(C)c(C(=O)OCc2c(C)noc2C)c1C,-5,-20,8,4,-3,-0.1,-10,-5,-0.4
CC(=O)N1CCCc2cc(S(=O)(=O)N3CCCC(C(=O)Nc4cccc(C)c4)C3)ccc21 (configuration not stated),5,-7,3,4,-1,3.2,-20,-19,4.1

Outcome played no part in choosing rows (roughly 3.3% active in at least one column).
